TLR4-MyD88 BLA: inhibitors of human TLR4-MyD88 binding | O00206+Q99836 | HeLa CL3-4 TLR4/MyD88 BLA complementation, FRET ratio | inhibition, % at 8.4 µM | 0.18% of 200,000 active | AID 861; in the data active = inhibition above about 25%;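 note: 0% = vehicle and 100% = reference inhibitor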
Target sequence (O00206 whole entry, looked up): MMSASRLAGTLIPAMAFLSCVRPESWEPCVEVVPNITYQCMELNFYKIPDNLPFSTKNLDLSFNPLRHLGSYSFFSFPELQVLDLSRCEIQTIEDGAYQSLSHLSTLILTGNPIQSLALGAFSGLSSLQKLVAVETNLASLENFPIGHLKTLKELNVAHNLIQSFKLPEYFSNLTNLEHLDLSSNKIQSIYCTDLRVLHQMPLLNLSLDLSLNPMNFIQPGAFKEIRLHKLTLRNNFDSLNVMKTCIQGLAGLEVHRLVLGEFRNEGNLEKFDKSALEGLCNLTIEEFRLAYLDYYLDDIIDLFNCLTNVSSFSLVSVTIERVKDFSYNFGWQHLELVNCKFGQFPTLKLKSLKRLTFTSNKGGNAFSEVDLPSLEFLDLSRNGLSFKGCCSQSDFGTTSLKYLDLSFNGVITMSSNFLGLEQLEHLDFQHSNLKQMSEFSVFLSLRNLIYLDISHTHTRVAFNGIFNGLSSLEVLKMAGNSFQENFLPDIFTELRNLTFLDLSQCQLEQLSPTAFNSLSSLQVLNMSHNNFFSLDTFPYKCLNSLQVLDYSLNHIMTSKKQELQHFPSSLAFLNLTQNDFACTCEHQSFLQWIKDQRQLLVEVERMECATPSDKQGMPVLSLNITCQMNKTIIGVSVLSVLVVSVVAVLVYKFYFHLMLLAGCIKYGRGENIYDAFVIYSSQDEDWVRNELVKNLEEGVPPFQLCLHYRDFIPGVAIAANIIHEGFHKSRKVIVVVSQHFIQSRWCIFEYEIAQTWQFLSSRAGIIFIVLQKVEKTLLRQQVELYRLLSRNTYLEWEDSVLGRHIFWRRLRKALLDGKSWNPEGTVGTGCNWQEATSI
Target sequence (Q99836 whole entry, looked up): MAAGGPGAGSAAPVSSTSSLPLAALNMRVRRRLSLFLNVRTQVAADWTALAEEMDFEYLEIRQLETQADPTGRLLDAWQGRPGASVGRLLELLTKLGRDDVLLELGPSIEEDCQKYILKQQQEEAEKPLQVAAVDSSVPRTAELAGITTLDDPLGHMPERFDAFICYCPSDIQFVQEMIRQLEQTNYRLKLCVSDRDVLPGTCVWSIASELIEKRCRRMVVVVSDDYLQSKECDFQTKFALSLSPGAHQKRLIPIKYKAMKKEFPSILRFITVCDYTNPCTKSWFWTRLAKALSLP
STAT3 blocker: reduces IL-6 driven STAT3 reporter signal; U3A cells, IL-6 STAT3-luciferase reporter, luminescence; host cell line lacks STAT1; 0.89% of 190,000 active; AID 862; inhibition, % at 5.5 µM;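 active = inhibition above the mean inhibition across all screened compounds plus 3 SD, cut at about 44% in these data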;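 note: 0% = DMSO only wells and 100% = 100 µM nifuroxazide control wells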
Diaph inh CS: diaphorase inhibition or chemical oxidation counter-screen. diaphorase resazurin-to-resorufin fluorescence, NADH, 16 min; bacterial (C. kluyveri) enzyme, not human. inhibition, % at 20 µM. 0.69% of 190,000 active. AID 1217;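 active = primary screen inhibition at 20 µM above a set limit, cut at about 50% in these data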;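 note: plate controls were DMSO with full reaction for no effect and wells lacking NADH for full effect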
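Test system: bacterial diaphorase enzyme (C. kluyveri); Quantity: 0.14 U/mL diaphorase, enzyme working solution; Times: reaction incubation of 16 min at room temperature; Measured by: fluorescence of resorufin formed from resazurin, Ex 544/Em 590 nm; Benchmarks: positive control minus NADH, DMSO neutral control.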
STAT1 act: activators of IFN-gamma induced STAT1 signaling; NIH 3T3 STAT1-luciferase reporter, luminescence; 100% = IFN-gamma alone, no compound; activation (% of control), % at 5.5 µM; 2.6% of 200,000 active; AID 932;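 active = activation above the screen-wide mean activation plus 3 SD, cut at about 130% in these data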;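 note: raw ratio to IFN-gamma control signal so 100% means no change and 0% no light; values of inactives mirror those of a sister screen read the other way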
G6PDH CS: inhibits Leuconostoc G6PDH, flagging false hits in G6PDH-based assays. Purified L. mesenteroides G6PDH, diaphorase/resazurin coupled fluorescence, 45 min. inhibition, % at 5 µM. 0.12% of 200,000 active. AID 1020; in the data active = inhibition above about 50%
STAT1 blocker: inhibitors of IFN-gamma induced STAT1 signaling. inhibition, % at 5.5 µM. 0.35% of 200,000 active. AID 920. NIH 3T3 STAT1-luciferase reporter, luminescence;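 active = inhibition above a set limit, the mean inhibition across all tested compounds plus 3 SD, cut at about 34% in these data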;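 note: 0% = IFN-gamma with DMSO and 100% = IFN-gamma with 300 µM nifuroxazide; values of inactives mirror those of a sister screen read the other way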
Diaph act CS: activates diaphorase or chemically reduces, flagging diaphorase assay artifacts; AID 1229; Diaphorase/resazurin coupled assay, resorufin fluorescence, 16 min; stronger effect = higher value; 1 = vehicle wells, 0 = NADH-free wells; 0.005% of 190,000 active; activation factor at 20 µM;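 active = diaphorase activity raised at least twofold by the compound at 20 µM; inactive = activation factor below 2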
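Material: Clostridium kluyveri diaphorase, purified enzyme; Quantity: enzyme 0.07 U/mL final; Medium: HEPES pH 7.4 buffer with MgCl2 and Tween 20; Dosing: single compound dose of 20 µM, 1% DMSO final; Schedule: 16 min reaction at room temperature; Measured by: red resorufin fluorescence at 544/590 nm excitation/emission.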
STAT3 act: STAT3 signaling activation | 0.91% of 190,000 active | activation (% of control), % at 5.6 µM | U3A cells, IL-6 STAT3-luciferase reporter, luminescence; 100% = signal with IL-6 EC80 alone;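 active = activation above the screen-wide mean of compound activation plus 3 SD, cut at about 130% in these data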;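 note: 0% = background luminescence of wells with medium and substrate only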
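System – human U3A cells carrying STAT3-luciferase construct · Probe or stimulus – Interleukin-6, 33 ng/mL · Schedule – compound 1 h, then IL-6 6 h at 37 °C · Signal – luminescence from STAT3-driven luciferase reporter · Evaluation – percent of IL-6-only median luminescence · Benchmarks – IL-6-only high control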
APP 5UTR inh: APP translation inhibition; 0.82% of 190,000 active; SH-SY5Y APP 5'UTR-luciferase reporter, luminescence; inhibition, % at 2 µM;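 active = inhibition above a set limit, derived from the sample mean plus 3 SD, cut at about 45% in these data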; note: values of inactives mirror those of a sister screen read the other way
Hsp70 activator: Hsp70 transcriptional activation, primary screen | HeLa Hsp70 promoter luciferase reporter, luminescence; scaled: vehicle 0, proteasome-inhibitor control 100% | activation, % at 10 µM | 0.04% of 200,000 active | AID 1203;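 active = activation above the mean across all tested compounds plus 3 SD, cutoff set per campaign, cut at about 5.5% in these data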;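 note: 100% = MG132 at 30 µM as the positive control and 0% = DMSO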
Active calls of the source: *; . = not tested or not shown.

SMILES	TLR4-MyD88 BLA	STAT3 blocker	Diaph inh CS	STAT1 act	G6PDH CS	STAT1 blocker	Diaph act CS	STAT3 act	APP 5UTR inh	Hsp70 activator
CN1CCC2(CC1)NC(=O)C1=C(CN(C)CC1)N2	-6	1	.	103	.	-3	.	102	8	-0.4
CN1C(=O)C(Cc2nc3ccccc3c(=O)n2-c2ccccc2)c2ccccc21 (stereo unspecified)	-12	8	17	93	-2	8	0.8	94	-5	-0.2
O=C(c1ccc(CS(=O)(=O)c2ccc(Br)cc2)o1)N1CCC2(CC1)OCCO2	0	10	9	103	8	-3	0.9	96	10	-0.1
COc1ccccc1OCCCn1cc(C(=O)c2ccco2)c2ccccc21	1	2	18	100	-33	0	0.8	102	-59	-0.2
CCC(=NC1CC1)c1c(O)n(-c2ccc(OC)cc2)c(=O)[nH]c1=O	1	-1	8	98	6	2	0.9	106	0	-0.1
O=C(NCc1ccc(C(=O)N2CCC3(CC2)OCCO3)cc1)c1ccc2c(c1)OCO2	-13	9	11	93	4	7	0.9	95	1	-0.4
O=C(Nc1ccccc1)c1cc([N+](=O)[O-])ccc1N1CCNCC1	-6	2	4	103	3	-4	1	100	-10	0.0
Cc1ccc(N2C(=O)NC(=O)/C(=C/c3ccc(-c4ccc(C(=O)O)c(Cl)c4)o3)C2=O)cc1	-2	6	17	100	8	-2	0.8	98	5	-0.2
CC1CCC(C(C)C)C(OP(N)(=O)c2ccccc2)C1 (stereo unspecified)	-1	2	13	90	5	11	0.9	102	-6	-0.3
Cc1ccccc1-n1c(C)nc2sccc2c1=O	-4	-15	0	92	-1	9	1	116	-7	-0.2
CCOP(=O)(OCC)C(O)c1ccc(Br)cc1 (stereo unspecified)	-10	-9	6	89	-8	12	0.9	104	5	0.1
Cc1nc2cc(-c3ccc(Cl)cc3)nn2c(C)c1CCC(=O)N1CCC2(CC1)OCCO2	1	31	.	96	.	5	.	77	50*	-0.7
O=C1C(c2ccccc2)=C(N2CC2)c2ccccc21	-3	20	13	96	-2	4	0.9	86	-7	-0.4
CN1CCN(c2ccc(N)cc2Cl)CC1	-14	16	-13	88	10	13	1.1	93	-8	-0.2
COc1ccc(OCC(=O)N2CCN(Cc3ccc4c(c3)OCO4)CC2)cc1	6	9	4	101	8	0	1	97	11	-0.3
N#CCCn1cc(C(=O)NCc2ccccc2)c(-c2ccccc2)n1	12	1	18	103	18	-3	0.8	99	6	-0.2
Cc1ccc(C(=O)Nc2ccc(Cl)cc2C(=O)c2ccccc2)cc1	7	31	.	99	.	2	.	82	2	-0.3
CC(=O)NC(=O)NC(C)Cc1ccccc1 (stereo unspecified)	-2	5	6	100	-2	0	0.9	99	-5	-0.4
CCCCn1c(O)c(C(CC)=Nc2ccc(C(=O)O)cc2)c(=O)[nH]c1=O	3	0	7	97	6	1	0.9	101	2	-0.3
COc1ccc(-c2cc(=NCCCCCC(=O)O)c3cc(C)ccc3o2)cc1	-5	10	-9	111	0	-15	1.1	98	-13	-0.1
C1=C(c2c[nH]c3ccccc23)CCN(Cc2ccccc2)C1	-1	14	-1	77	11	24	1	91	-18	-0.1
CCC(CO)Nc1ccc([N+](=O)[O-])c2cccnc12 (stereo unspecified)	5	1	14	102	9	-2	0.9	103	1	-0.1
CCCn1c(C(=O)c2ccccc2OC)nc2ccccc21	0	0	17	101	4	-3	0.8	103	-7	-0.4
C=CCNC(=O)c1c(N)n(CCN2CCOCC2)c2nc3ccccc3nc12	-4	5	20	111	6	-12	0.8	99	14	-0.3
CCCCN1C(=O)NC(=O)C2(Cc3c(nc4c(C)cccn4c3=O)N3CCc4ccccc4C32)C1=O (stereo unspecified)	7	3	42	103	-38	-3	0.6	100	-6	-0.4
Cc1ccc(S(=O)(=O)N2CCCCC2)cc1NC(=O)CN1CC=C(c2ccccc2)CC1	-1	7	12	93	7	8	0.9	97	-12	-0.2
COc1ccc(C2N(c3cc(C)on3)C(=O)C3CCCN32)cc1 (stereo unspecified)	-1	12	9	93	-1	7	0.9	94	-11	-0.1
CCn1c(O)c(C=Nc2ccc(N3CCOCC3)cc2)c(=O)n(CC)c1=S	44*	17	13	103	1	-4	0.9	91	12	-0.2
O=P1(Nc2ccc(F)cc2)COc2ccccc2OC1	1	10	10	99	5	1	0.9	96	12	-0.3
CCN1CCC(O)(c2ccccc2)C(C(=O)c2ccccc2)C1 (stereo unspecified)	13	-2	.	108	.	-5	.	104	12	-0.4
C[N+]12CCC(CC1)C(C(O)(c1ccccc1)c1cccs1)C2 (stereo unspecified)	-3	-7	14	103	-11	-4	0.9	108	7	-0.2
N/C(=N\[N+](=O)[O-])N1CCN(C(=O)c2ccccc2)CC1	9	-8	-5	94	9	6	1	109	-5	0.3
CCC(=O)OC1(c2cccc(C)c2)CC(C)N(C)CC1C (stereo unspecified)	9	11	16	102	8	-3	0.8	96	-12	-0.5
CCOC(=O)C(NC(=O)CC)(Nc1ccc(C(O)(C(=O)OCC)C(F)(F)F)cc1C)C(F)(F)F (stereo unspecified)	8	11	13	103	4	-3	0.9	95	-18	-0.1
CC1=CC(=C2C(=O)NC(=S)NC2=O)C=C(C(F)(F)F)N1CCc1ccccc1	2	3	16	99	12	1	0.8	102	92*	-0.1
CCOP(=O)(OCC)C(NC(=O)c1ccc(C)cc1)C(Cl)(Cl)Cl (stereo unspecified)	-3	4	-10	88	11	14	1.1	100	-10	-0.1
Cc1ccc(-n2c(O)c(C=NC3CCCCC3N)c(=O)[nH]c2=O)cc1C (stereo unspecified)	0	0	28	106	10	-6	0.7	102	-2	-0.1
Fc1ccc(NC2=NCCS2)cc1Cl	-8	13	5	91	-6	10	1	93	-2	-0.4
CC1(C)CC(n2[nH]c(=O)c3c2NC(=O)CSC3c2ccccc2)CCO1 (stereo unspecified)	-1	4	5	98	15	3	0.9	99	1	0.0
O=C(c1cccn2c(=O)c3cc(Cl)ccc3nc12)N1CCC2(CC1)OCCO2	4	8	5	98	5	2	0.9	97	4	0.2
Cn1ccnc1P(=S)(c1nccn1C)N1CCOCC1	2	1	19	103	-2	-4	0.8	103	-10	-0.2
CC1CN=C(Nc2ccc(N(C)C)cc2)S1 (stereo unspecified)	12	-1	14	100	-1	0	0.9	107	-14	0.7
CCOC(=O)C(NC(C)=O)C(OC(C)=O)c1cccc(N(CCCl)CCCl)c1 (stereo unspecified)	3	0	5	97	3	3	0.9	103	3	-0.5
COc1ccc(-n2cnc3cc(C(=O)N4CCC5(CC4)OCCO5)ccc32)cc1	-5	-8	5	102	1	-2	0.9	112	18	0.4
O=C(O)C1C2CCC(O2)C1C(=O)NC1CCCCC1 (stereo unspecified)	-13	-13	1	100	1	0	1	115	-13	-0.1
Cc1cccc(OCC(=O)N2CCN(Cc3ccncc3)CC2)c1	12	5	17	95	8	5	0.8	94	-14	0.3
CCOP(=O)(OCC)C(CC)N1CCOCC1 (stereo unspecified)	4	6	14	100	5	0	0.9	100	-3	-0.3
CN1CCN(c2ccc(C=O)cc2)CC1	-2	-1	-10	96	-4	5	1.1	107	2	-0.3
CN1CCN(c2nccc3c2ncn3C)CC1	11	3	2	108	5	-9	1	101	0	0.5
CC/C(=N\N1CCCCCC1)c1c(O)n(-c2ccccc2C)c(=O)[nH]c1=O	-9	-5	18	100	1	0	0.8	105	-7	-0.7
CCC(CO)(C(=O)OC1C[N+]2(C)CCC1CC2)c1ccccc1 (stereo unspecified)	12	12	9	106	5	-9	0.9	95	-12	0.1
Cc1ccc2c(CN3CC=C(c4ccccc4)CC3)cc(=O)oc2c1C	-4	3	19	95	-28	6	0.8	99	-4	-0.4
CC(=O)CC(=O)C1C(=O)N(C)C(=O)N(C)C1=O	-1	-7	2	99	4	0	1	107	1	-0.1
Cn1c(O)c(C=NCCCNC2CCCCC2)c(=O)n(C)c1=O	14	-7	11	94	-3	6	0.9	110	-6	-0.3
CN(C)c1ccc(/C=C2\CC3C4CC=C5CC(O)CCC5(C)C4CCC3(C)C2=O)cc1 (stereo unspecified)	-3	-8	14	99	5	1	0.9	106	-4	-0.1
CC(C)CCn1c(N)c(C(=O)OCC2CCCO2)c2nc3ccccc3nc21 (stereo unspecified)	-1	16	16	95	10	6	0.8	94	-9	-0.3
CC(=NCc1ccc2c(c1)OCO2)c1c(O)n(C)c(=O)n(C)c1=O	5	10	12	95	-24	5	0.9	95	-1	0.0
CC(CO)(CO)N=Cc1c(O)n(-c2cccc3ccccc23)c(=O)[nH]c1=O	0	-1	4	98	3	-2	1	101	-5	-0.1
CC(=O)c1ccc(OC(NC(=O)Cc2ccccc2)C(Cl)(Cl)Cl)cc1 (stereo unspecified)	0	3	11	108	8	-9	0.9	106	-8	-0.2
CCOc1cc(-c2nc3c(C)cccn3c2NCC2CCCO2)ccc1O (stereo unspecified)	0	2	14	95	4	5	0.9	100	3	-0.2

Compounds from the list above that contain a COOH group:
SMILES	TLR4-MyD88 BLA	STAT3 blocker	Diaph inh CS	STAT1 act	G6PDH CS	STAT1 blocker	Diaph act CS	STAT3 act	APP 5UTR inh	Hsp70 activator
Cc1ccc(N2C(=O)NC(=O)/C(=C/c3ccc(-c4ccc(C(=O)O)c(Cl)c4)o3)C2=O)cc1	-2	6	17	100	8	-2	0.8	98	5	-0.2
CCCCn1c(O)c(C(CC)=Nc2ccc(C(=O)O)cc2)c(=O)[nH]c1=O	3	0	7	97	6	1	0.9	101	2	-0.3
COc1ccc(-c2cc(=NCCCCCC(=O)O)c3cc(C)ccc3o2)cc1	-5	10	-9	111	0	-15	1.1	98	-13	-0.1
O=C(O)C1C2CCC(O2)C1C(=O)NC1CCCCC1 (stereo unspecified)	-13	-13	1	100	1	0	1	115	-13	-0.1

Later entries
SMILES	TLR4-MyD88 BLA	STAT3 blocker	Diaph inh CS	STAT1 act	G6PDH CS	STAT1 blocker	Diaph act CS	STAT3 act	APP 5UTR inh	Hsp70 activator
O=c1[nH]c(=O)n(-c2cccc3ccccc23)c(O)c1C=NCc1ccc2c(c1)OCO2	-4	-11	6	96	-3	5	0.9	109	7	0.0
CC1CCC(C(C)C)C(OC(=O)COC(=O)c2ccccc2N)C1 (stereo unspecified)	20	22	12	97	11	4	0.9	83	-6	-0.3
CCCCCCn1c(O)c(C=NCCCn2ccnc2)c(=O)[nH]c1=O	-14	2	9	90	-13	10	0.9	100	8	-0.2
CC/C(=N\N1CCN(C)CC1)c1c(O)[nH]c(=O)[nH]c1=O	6	-5	9	109	1	-10	0.9	107	-8	-0.3
CNC(=O)c1cccn(Cc2cc(C(F)(F)F)cc(C(F)(F)F)c2)c1=O	-10	28	14	80	-1	21	0.9	78	-8	0.0
CN1CCN(Cc2ccc(OC(F)(F)F)cc2)CC1	8	3	14	105	4	-5	0.9	104	8	0.4

Compound activity as filed in PubChem.

These rows are one share of the data; the hit share may differ from the screen's.
